HTT ATP protect: qHTS Multiplex Assay to Identify Dual Action Probes in a Cell Model of Huntington: Cytoprotection (ATP); PC12 HTT-Q103 induced, cytoprotection, ATP luminescence, 40 h; Potency, µM (titrated, usually from 56.4 µM), inactives show cytoprotection (ATP increase), most hits filed as activators; 230,000 tested, 0.14% active; AID 1471, 2008;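 also: potency is read from the fitted curve at half-maximal effect; % of control where 0% means no effect; nearly all actives have a fitted effect of over 45% in size; toxic huntingtin expression switched on by the ecdysone agonist tebufenozide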
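Stable PC12 Q103-GFP cells in serum-supplemented, phenol red-free DMEM; induction by tebufenozide at 100 nM final; compound dose series; cell viability quantified luminescently from ATP.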
HTT aggregate: qHTS Multiplex Assay to Identify Dual Action Probes in a Cell Model of Huntington: Aggregate Formation (GFP); PC12 HttQ103-GFP aggregates, Acumen cytometry, 40 h; Potency, µM (doses to about 46.1 µM), for the others: at the top dose activity change, negative = inhibition, hits mostly inhibitors; 220,000 tested, 1.1% active; AID 1688, 2009; also: potency is read from the fitted curve at half-maximal effect; % is scaled to controls: 0 for no effect and ±100 for the full control effect; nearly all actives have a fitted effect of over 60% in size
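PC12 cells with ecdysone-inducible HTT exon1 Q103-GFP, induced by 100 nM tebufenozide, given compounds in a concentration series. GFP aggregates (1–25 um, 6 SD above background) counted in lysates by laser-scanning cytometry, 488 nm excitation.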
aGlu spleen mod: qHTS Assay for Inhibitors and Activators of Human alpha-Glucosidase From Spleen Homogenate. human spleen homogenate, 4-MU-alpha-glucoside fluorescence. 240,000 tested, 0.006% active. Potency, µM (titrated, usually from 79.9 µM), for inactives: at the top dose activity change, negative = inhibition, usual class: inhibitors;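 also: potency is read from the fitted curve at half-maximal effect; 0% = enzyme with vehicle and -100% = no enzyme basal signal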
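Enzyme source: human spleen homogenate, 1 ug/well. Buffer 50 mM citric acid/K phosphate pH 5.0, 0.01% Tween-20. 4-MU-alpha-glucoside 1 mM; 37 C x 40 min; NaOH/glycine stop; fluorescence.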
LMNA splice mod: qHTS Assay for Modulators of Lamin A Splicing. HeLa LMNA splicing GFP/RFP minigene ratio, 48 h. Potency, µM (highest dose often 46.1 µM), inactives show at the top dose ratio change, negative = inhibition, most hits filed as inhibitors. 200,000 tested, 0.01% active. AID 1487, 2009; active = well fitted inhibition curve with a large enough effect in the signal ratio, with a control signal flat, not every such curve was filed as active; inconclusive = small, poorly fitted or top-dose-only effect, or effect the other way, or a change in a side signal; the % refers to the signal ratio; also: potency is read from the fitted curve at half-maximal effect; % is scaled to controls: 0 for no effect and ±100 for the full control effect
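S3 HeLa cells stably expressing lamin A-EGFP splicing minigene plus DsRed2, 600 cells/well, 48 h compound exposure at 37C. Laser-scanning cytometry; analysed as GFP (500-530 nm)/RFP (575-640 nm) total intensity ratio; 0.5% DMSO vehicle.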
GAA inh: qHTS Assay for Inhibitors of Human alpha-Glucosidase as a Potential Chaperone Treatment of Pompe Disease; Lysosomal alpha-glucosidase (Homo sapiens), P10253; purified human GAA, 4-MU-alpha-glucoside fluorescence; Potency, µM (top dose mostly 76.9 µM), for the others: top-dose activity change, negative = inhibition, most hits filed as inhibitors; 200,000 tested, 0.005% active; AID 1466, 2008;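 also: potency is read from the fitted curve at half-maximal effect; plate controls were uninhibited enzyme wells for no effect and no-enzyme background for full effect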
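Compounds are titrated up to 77 uM against 4 nM human enzyme. Substrate 4-methylumbelliferyl-alpha-D-pyranoside (400 uM) reacts 20 min at room temperature in pH 5.0 buffer; liberated 4-methylumbelliferone is read at 440 nm.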
GAA glycogen mod: qHTS Assay for Inhibitors and Activators of Human alpha-Glucosidase Cleavage of Glycogen; AID 2100, 2009; 300,000 tested, 0.38% active; Potency, µM (series often up to 76.4 µM), inactives show at the highest dose activity change, negative = inhibition, usual class: inhibitors; Lysosomal alpha-glucosidase (Homo sapiens), P10253; recombinant GAA, glycogen substrate, Amplex Red glucose oxidase fluorescence;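 also: potency is read from the fitted curve at half-maximal effect; 0% = full enzyme reaction and -100% = no-enzyme basal signal; the screen sought inhibitors and activators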
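Recombinant enzyme (4 nM final) with compounds titrated up to 77 uM and bovine liver glycogen (30 ug) in citrate pH 5.0, 0.01% Tween-20, 37 C 40 min. Released glucose detected by Amplex Red/glucose oxidase (Ex 573/Em 610); AC50 from Hill fits.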
CBFb RUNX1 block: qHTS Assay for Compounds Blocking the Interaction Between CBF-beta and RUNX1 for the Treatment of Acute Myeloid Leukemia | 230,000 tested, under 10 active | Runt-related transcription factor 1 (Homo sapiens) + Core-binding factor subunit beta … | Potency, µM (titrated, usually from 59.8 µM), without a hit: at the highest dose activity, negative = inhibition, most hits filed as inhibitors | AlphaScreen CBFb-His/RUNX1-biotin binding, biochemical | AID 1477, 2009; also: % of control where 0% means no effect
Target sequence (Q01196 whole entry, looked up): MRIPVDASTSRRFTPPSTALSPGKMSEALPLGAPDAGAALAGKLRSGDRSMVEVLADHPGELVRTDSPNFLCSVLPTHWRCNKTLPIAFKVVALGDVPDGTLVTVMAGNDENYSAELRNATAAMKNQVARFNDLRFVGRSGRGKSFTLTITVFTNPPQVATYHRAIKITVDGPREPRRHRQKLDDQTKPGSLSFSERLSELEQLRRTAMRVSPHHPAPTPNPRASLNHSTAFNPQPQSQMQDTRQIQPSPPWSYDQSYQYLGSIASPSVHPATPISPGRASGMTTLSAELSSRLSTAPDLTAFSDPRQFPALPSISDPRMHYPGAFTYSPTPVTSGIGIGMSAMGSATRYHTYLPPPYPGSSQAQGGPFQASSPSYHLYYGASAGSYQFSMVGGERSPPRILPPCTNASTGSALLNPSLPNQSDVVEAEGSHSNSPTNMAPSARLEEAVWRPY
Target sequence (Q13951 whole entry, looked up): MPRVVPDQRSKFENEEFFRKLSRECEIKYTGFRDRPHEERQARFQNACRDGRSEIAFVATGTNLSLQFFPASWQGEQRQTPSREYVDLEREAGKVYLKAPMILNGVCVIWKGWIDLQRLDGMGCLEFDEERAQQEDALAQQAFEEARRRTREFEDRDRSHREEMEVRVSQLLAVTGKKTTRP
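Inhibition was taken as any reduction in AlphaScreen signal from the CBF-beta–RUNX1 pair (His and biotin tags, 30 nM each), measured after compound (15 min) and bead (90 min) incubations at room temperature.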
Starred values were filed as active, the others as inactive; ? = inconclusive; nt = not tested or not shown; & = joins results of further samples; [ ] = remark or other dose. Unless noted, calls follow the shape of the dose curve; as a rule, active = well fitted curve in the direction sought with a large enough effect; inconclusive = small, poorly fitted or top-dose-only effect, or another doubt; inactive = no such curve, though single readings can be large; an effect the other way counts as inactive or inconclusive.

#1 C=C(C)c1ccc(C(C)(C)NC(=O)N(Cc2ccccc2)Cc2ccco2)cc1
#2 CCOc1cccc(/C(O)=C2/C(=O)C(=O)N(CCOC)C2c2ccco2)c1 (stereo not drawn)
#3 CCCCn1c(SCC(=O)Nc2cc(C)on2)nc2ccsc2c1=O
#4 Oc1ccc(/C=N/Nc2nc(N3CCCCCC3)nc(N3CCCCCC3)n2)c(O)c1
#5 CCOC(=O)N1CCC(N2CCN(S(=O)(=O)c3ccc(C)cc3)CC2)CC1
#6 O=C(NCC1CCCO1)C1CCN(S(=O)(=O)Cc2ccccc2)CC1 (stereo not drawn)
#7 Cc1ccc2c(c1)nnn2C1CCN(CC(=O)Nc2ccc3c(c2)OCCO3)CC1
#8 O=C1C2C3C=CC(C4CC34)C2C(=O)N1/N=C/c1ccc([N+](=O)[O-])o1 (stereo not drawn)
Assay by compound,1,2,3,4,5,6,7,8
HTT ATP protect,-6%[10 µM],-4%,-7%[0.074 µM],nt,-5%,-5%[10 µM],-17%,-207%[inhibitor]
HTT aggregate,10%,26%,-3%,?,-7%,-5%,0%,?
aGlu spleen mod,4%,0%,-10%,-14%,2%,-1%,-1%,-1%
LMNA splice mod,0%,13%,1%,nt,-19%,-7%,?,nt
GAA inh,-5%,-4%,5%,nt,-4%,-6%,-2%,-5%
GAA glycogen mod,3%,5%,-1%,?,1%,-3%,-1%,-13%
CBFb RUNX1 block,10%,2%,7%,4%,0%,4%,-3%,4%

#9 CCCc1cc(=O)oc2cc(OCC(=O)N(C)C)c(Cl)cc12
#10 CC(C)(C)n1nc(-c2ccc(F)cc2)c2c(N)ncnc21
#11 Cc1onc(C(=O)NC(C)c2ccccc2)c1[N+](=O)[O-] (stereo not drawn)
#12 O=S(=O)(NCCC1CC1(Cl)Cl)c1ccccc1 (stereo not drawn)
#13 O=C(O)c1ccc(NS(=O)(=O)c2cc(Cl)ccc2Cl)cc1
#14 COc1ccc(NC(=O)C2CC2)cc1-n1cnnn1
#15 CCOC(=O)N1CCC(=C2c3ccc(Cl)cc3CCc3cccnc32)CC1
#16 Cc1ccc(N=C2c3ccccc3C(=O)C2[N+](=O)[O-])cc1C (stereo not drawn)
Assay by compound,9,10,11,12,13,14,15,16
HTT ATP protect,-4%[10 µM],-12%[10 µM],-8%,-11%[10 µM],3%,-17%[10 µM],?,-25%
HTT aggregate,7%,?,17%,-17%[9.22 µM],6%,-11%[9.22 µM],-16%&10%,6%
aGlu spleen mod,-1%,-2%,-7%,-11%,0%,-2%,-7%&3%&-7%&-2%&0%&15%,-2%
LMNA splice mod,3%,?,?,nt,-1%,0%,?,-1%[46 µM]
GAA inh,0%,1%,-4%,nt,-1%,1%,0%&2%[15.4 µM],0%
GAA glycogen mod,2%,2%,2%,1%,-13%,2%,-8%&-10%,0%
CBFb RUNX1 block,3%,13%,3%,-5%,1%,0%,-4%,-7%

#17 O=C(NCCN1CCCC1)C1COc2ccccc2O1 (stereo not drawn)
#18 COc1ccc(S(=O)(=O)N2CCN(CCC(=O)Nc3ccccc3F)CC2)cc1
#19 O=[N+]([O-])c1cc(C(F)(F)F)cc([N+](=O)[O-])c1NCCNC(=S)Nc1ccc(Cl)c(Cl)c1
#20 Cc1ccc(CNCc2cc3c(C(C)(C)C)nn(-c4ccccc4)c3[nH]c2=O)cc1
#21 C(=N/N1CCN(c2ccccc2)CC1)/c1cccs1
#22 CCn1c(SCC(=O)Nc2nc(C)cs2)nnc1-c1ccoc1C
#23 C(=N\n1cnnc1)/c1cccc2ccccc12
#24 Cc1ccc(OCC(=O)NS(=O)(=O)c2ccccc2)cc1
Assay by compound,17,18,19,20,21,22,23,24
HTT ATP protect,19%[10 µM],14%,-10%[10 µM],-40%[inhibitor],0%[10 µM],6%,-18%,-37%[inhibitor]
HTT aggregate,4%[9.22 µM],?,-11%[9.22 µM],?,-2%,0%,5%,10%
aGlu spleen mod,4%,-7%,4%,-10%,-5%,0%,5%,1%
LMNA splice mod,-4%,-9%,nt,?,-12%,8%,3%,15%[46 µM]
GAA inh,3%,-6%,-13%,?,5%,-12%,-3%,?
GAA glycogen mod,0%,-2%,-11%,6%,-12%,0%,2%,-8%
CBFb RUNX1 block,-9%,1%,-28%,2%,-17%,-2%,-2%,1%

#25 CC(=O)Nc1ccc(S(=O)(=O)N2CCc3ccccc3C2)cc1
#26 COc1cccc(CNC(=O)C2CCC(CNS(=O)(=O)c3cccc4nsnc34)CC2)c1 (stereo not drawn)
#27 CCN(CC)c1cc(C)c2cc(NC(=O)c3ccccc3OC)ccc2n1
#28 CCc1ccc2ncc(C(=O)c3ccccc3)c(N3CCOCC3)c2c1
#29 CCOC(=O)N1CCC(NC(=O)c2cc(C(=O)Nc3ccc(S(=O)(=O)N4CCOCC4)cc3)ccc2CO)CC1
#30 CCCOC(=O)C1=C(C)NC2=C(C(=O)C(C(=O)OC)C(C)C2)C1c1ccc(N(CC)CC)cc1 (stereo not drawn)
#31 CC(C)(C)c1ccc(-c2cc(C(=O)NNC(=O)Nc3ccccc3)c3ccccc3n2)cc1
#32 Cc1ccc(N=CC2=C(O)CC(c3ccccc3Cl)CC2=O)cc1 (stereo not drawn)
Assay by compound,25,26,27,28,29,30,31,32
HTT ATP protect,5%,-28%,-69%[inhibitor],-37%[inhibitor],-58%,-79%[inhibitor][10 µM],-85%[inhibitor],4%[10 µM]
HTT aggregate,-14%,-11%,9%,-30%,4%,?,?,15%[9.22 µM]
aGlu spleen mod,-7%,-3%,-9%,-1%,-1%,?,-4%,-4%
LMNA splice mod,28%,2%,nt,nt,13%[46 µM],6%,0%,nt
GAA inh,-7%,-8%,1%,10%,2%,?,-8%,nt
GAA glycogen mod,3%,7%,-3%,6%,-5%,-6%,-6%,4%
CBFb RUNX1 block,2%,-1%,15%,10%,-25%,-17%,0%,6%

4 entries from above, arranged by count of non-hydrogen atoms, ascending:
#25 CC(=O)Nc1ccc(S(=O)(=O)N2CCc3ccccc3C2)cc1
#32 Cc1ccc(N=CC2=C(O)CC(c3ccccc3Cl)CC2=O)cc1 (stereo not drawn)
#28 CCc1ccc2ncc(C(=O)c3ccccc3)c(N3CCOCC3)c2c1
#27 CCN(CC)c1cc(C)c2cc(NC(=O)c3ccccc3OC)ccc2n1
Assay by compound,25,32,28,27
HTT ATP protect,5%,4%[10 µM],-37%[inhibitor],-69%[inhibitor]
HTT aggregate,-14%,15%[9.22 µM],-30%,9%
aGlu spleen mod,-7%,-4%,-1%,-9%
LMNA splice mod,28%,nt,nt,nt
GAA inh,-7%,nt,10%,1%
GAA glycogen mod,3%,4%,6%,-3%
CBFb RUNX1 block,2%,6%,10%,15%

The list continues.
#33 O=C(O)CCCCCNC(=O)c1ccccc1Br
#34 O=C(Nc1ccc2c(c1)OCCO2)c1cnccn1
#35 Cn1cnnc1Sc1ccc(/C=C(\CCC(=O)O)c2nc3ccccc3s2)cc1[N+](=O)[O-]
#36 O=C(NC1CCCc2ccccc21)C1CCN(C(=O)c2sccc2-n2cccc2)CC1 (stereo not drawn)
#37 CC1CCC2(CC1)OCC1(CCC3(COC4(CCC(C)CC4)OC3)C1=O)CO2 (stereo not drawn)
#38 CC(C)C(=O)Nc1c(O)c2ccccc2[nH]c1=O
#39 O=C(OCC(=O)N1c2ccccc2Sc2ccccc21)c1cccnc1
#40 Cc1ccc(Nc2cc(C)nc(N3CCOCC3)n2)cc1
Assay by compound,33,34,35,36,37,38,39,40
HTT ATP protect,-2%,-35%,nt,-2%,nt,11%[10 µM],-11%,-57%[inhibitor]
HTT aggregate,-3%,31%,12%,-12%,nt,-12%[9.22 µM],-12%,-30%
aGlu spleen mod,-23%,-17%,-4%,0%,6%,6%,-1%,-18%
LMNA splice mod,6%,-10%,nt,-6%,nt,15%[46 µM],1%[46 µM],?
GAA inh,15%,-4%,3%,-1%,2%,-9%[15.4 µM],1%,-12%
GAA glycogen mod,-4%,1%,29%,-1%,21%,-19%,-6%,-6%
CBFb RUNX1 block,-5%,2%,12%,3%,-1%,6%,-10%,-2%

#41 O=C(O)c1ccccc1Nc1ccccc1C(=O)O
#42 COc1ccc(C)cc1NC(=O)Nc1ccc(Br)cn1
#43 c1ccc(CN2CCCC3(CCCN(Cc4nc(CC5CC5)no4)C3)C2)cc1 (stereo not drawn)
#44 CCN(Cc1ccc(OC)c(F)c1)C(=O)CCl
#45 Cc1cc(N2CCOCC2)ccc1/C=C1/SC(=O)NC1=O
#46 CC1CCN(C(=O)CCc2ccc(Oc3cc([N+](=O)[O-])cc([N+](=O)[O-])c3)cc2)CC1
#47 Cc1ccc(/C=C/C2=Cc3c(sc(NC(=O)CSc4n[nH]c(N)n4)c3C#N)C(C)(C)C2)o1
#48 COCCN(C)C(=O)CCc1nnc(Cc2ccc(-c3ccccc3)cc2)o1
Assay by compound,41,42,43,44,45,46,47,48
HTT ATP protect,-27%,-7%[10 µM],-5%,8%[10 µM],-125%[inhibitor],32%[10 µM],-14%,9%[10 µM]
HTT aggregate,5%,-6%,22%,?,5%,5%,24%,9%[9.22 µM]
aGlu spleen mod,-22%,0%,-8%,4%,-7%,3%,-3%,7%
LMNA splice mod,-2%,3%,nt,nt,nt,?,?,7%[46 µM]
GAA inh,2%,1%,?,-2%,-8%,3%,?,-1%
GAA glycogen mod,7%,-6%,-12%,8%,-2%,-4%,-9%,1%
CBFb RUNX1 block,-3%,2%,10%,3%,7%,?,-14%,5%

High-throughput results (PubChem BioAssay)
